# Screening data from PubChem BioAssay.
# MEKK2 WT-MEK5: raises or lowers MEK5 binding to wildtype human MEKK2 PB1 domain; binding response (% of control), % at 10 µM; hit rate 1.1% among 290,000; bead flow cytometry, Alexa488-MEK5 binding to MEKK2 WT; actives lie on both sides; AID 1531; in the data active = binding response below about 67% or above about 130%; inconclusive = no clear call, values can overlap the other calls; inactive = in between
# PfM18AAP inh: blocks P. falciparum M18 aspartyl aminopeptidase; hit rate 1.2% among 290,000; recombinant PfM18AAP, H-Glu-NHMec fluorogenic cleavage; inhibition, % at 7.35 µM; AID 1822;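 active = inhibition above the campaign mean inhibition over all tested compounds plus 3 SD, cut at about 28% in these data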;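 also: 0% = plate median of test compound wells and 100% = 2 mM ZnCl2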
# GPR7 antagonist: human neuropeptides B/W receptor 1 antagonism; P48145; GPR7-expressing cells, fluorescence antagonist assay; inhibition, % at 4.4 µM; hit rate 1.1% among 290,000; AID 1861; in the data active = inhibition above about 16%, passing the limit was not always enough;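 also: cells stimulated with the agonist NPW; 0% = agonist with vehicle and 100% = vehicle without agonist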
# MEKK3 PB1 HTS: MEKK3-MEK5 PB1 interaction, increase or decrease; Q99759; bead-based flow cytometry, Alexa488-MEK5 binding to MEKK3; actives lie on both sides; 0 = blocked by unlabeled MEK5, 100 = vehicle; binding response (% of control), % at 10 µM; hit rate 1.4% among 290,000; AID 1529;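 active = binding response more than 3 SD above or below the average of its plate-row segment, actives on both sides; inconclusive = wells at one plate position flagged as instrument error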;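 also: Alexa488 bead fluorescence after subtracting the streptavidin-only scavenger bead signal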
# NALP1 yeast inh: blocks the NALP1 inflammasome reconstituted in yeast. S. cerevisiae NALP1/ASC/caspase-1 growth, X-gal OD620, 72 h. inhibition, % at 10 µM. hit rate 0.61% among 280,000. AID 2071; in the data active = inhibition mostly above about 24%, no sharp cut-off; inactive = mostly below about 32%; also: some compounds called inactive have numbers as strong as hits
# MEKK2mut PB1 HTS: signal of MEK5 binding to mutant human MEKK2 PB1 domain; percent response, % at 10 µM; hit rate 0.35% among 290,000; bead flow cytometry, Alexa488-MEK5 binding to MEKK2 mutant; AID 1530; in the data active = percent response above about 24%, passing the limit was not always enough; also: inactives centre near 1; some results filed as inactive read as strong as hits; reference of the scale not given here
# PHOSPHO1 block: inhibitors of human PHOSPHO1 phosphatase; hit rate 1.1% among 290,000; recombinant PHOSPHO1, absorbance phosphatase assay; AID 1565; inhibition, % at 13.3 µM; Q8TCT1; in the data active = inhibition above about 60%
# Target sequence (Q8TCT1 whole entry, looked up): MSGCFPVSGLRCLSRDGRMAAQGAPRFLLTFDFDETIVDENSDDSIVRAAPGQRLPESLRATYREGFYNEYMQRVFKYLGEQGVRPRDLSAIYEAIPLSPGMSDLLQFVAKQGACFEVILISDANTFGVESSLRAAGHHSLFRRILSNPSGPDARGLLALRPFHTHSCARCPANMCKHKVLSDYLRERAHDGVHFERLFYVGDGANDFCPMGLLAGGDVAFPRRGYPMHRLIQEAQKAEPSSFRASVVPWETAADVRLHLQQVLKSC
# OXTR ag: human OXTR agonism | CHO-OTR cells, Fluo-8 calcium fluorescence; normalized: DMSO 0%, oxytocin 100% | activation, % at 3 µM | hit rate 0.32% among 320,000;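 active = activation above the mean of all tested compounds plus 3 SD, cutoff set per screening run, cut at about 20% in these data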;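 also: peak over basal fluorescence ratio from a 100 s FLIPR kinetic read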
# Target sequence (P30559 whole entry, looked up): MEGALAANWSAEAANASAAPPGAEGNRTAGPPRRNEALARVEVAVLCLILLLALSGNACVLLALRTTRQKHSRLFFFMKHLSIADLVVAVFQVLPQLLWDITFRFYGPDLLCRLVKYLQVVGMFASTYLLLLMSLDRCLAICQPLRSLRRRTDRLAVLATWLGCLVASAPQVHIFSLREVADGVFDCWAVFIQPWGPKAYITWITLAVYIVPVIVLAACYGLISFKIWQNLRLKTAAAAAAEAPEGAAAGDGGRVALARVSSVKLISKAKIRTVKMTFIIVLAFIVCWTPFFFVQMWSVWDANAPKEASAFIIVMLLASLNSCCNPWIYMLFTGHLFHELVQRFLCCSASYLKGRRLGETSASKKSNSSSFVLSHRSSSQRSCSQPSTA
# FID counter: counter-screen for HCV NS3 helicase inhibitors: DNA intercalator displacement; hit rate 0.17% among 290,000; inhibition, % at 7.9 µM; DNA fluorescent intercalator displacement, fluorescence; AID 1845; in the data active = inhibition above about 37%;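 also: 0% = vehicle and 100% = reference compound; higher means more ethidium bromide displaced from hairpin DNA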
# * hit, by the source's call; ? = inconclusive; nt = not tested or not shown; [ ] = dose if it differs, or a comment.
SMILES,MEKK2 WT-MEK5,PfM18AAP inh,GPR7 antagonist,MEKK3 PB1 HTS,NALP1 yeast inh,MEKK2mut PB1 HTS,PHOSPHO1 block,OXTR ag,FID counter
Cc1c(C(=O)OC(C)C(C)C[N+](C)(C)C)oc2ccccc12 (stereo unspecified),106.0,3.3,-9.0,103.0,-5.8,1.0,86.8*,0.6,6.7
O=C(COC(=O)c1ccccc1Nc1cccc(C(F)(F)F)c1)NCc1ccco1,?,-1.5,-12.6,?,3.3,-41.0,24.4,-0.5,-9.3
COC(=O)c1cc(CSc2nnc(-c3ccccc3)c(-c3ccccc3)n2)oc1C,94.0,2.0,-3.2,98.0,15.4,1.0,33.6,-1.1,-7.6
Cc1cc(C)c(S(C)(=O)=O)c(Oc2cccc(C(F)(F)F)c2)n1,101.0,1.6,-4.1,102.0,8.7,2.0,41.2,-1.7,-6.6
COc1ccc(OC)c(Nc2cc(-c3ccccc3)nc(N)n2)c1,102.0,8.8,0.9,96.0,24.0,0.0,-10.0,-1.1,-4.4
Cc1ccccc1NC(=O)NCc1ccc2c(c1)OCO2,102.0,1.1,-11.2,89.0,12.2,0.0,34.9,-0.4,-1.0
O=C(CCN1C(=O)/C(=C\c2ccccc2Cl)SC1=S)N1CCN(c2ccccc2)CC1,97.0,12.0,-1.7,97.0,28.9*,-4.0,40.0,-0.3,-6.7
O=C(c1cc(-c2cccc(O)c2)on1)N1CCCCC1,108.0,-4.5,-8.9,106.0,31.8,9.0,-10.0,0.6,-5.8
COc1cc(C(=O)N/N=C/c2ccc(OC(=O)c3cccc(C)c3)cc2)ccc1O,94.0,5.5,-17.2,99.0,0.0,-1.0,-29.3,nt,-31.2
COc1ccc(C(=O)NCC(=O)OCc2ccc(F)cc2)cc1,94.0,-4.5,-4.3,90.0,5.9,-7.0,22.8,-2.3,-4.2
Cc1cccc(OCc2nnc(SCC(=O)Nc3ccc(N4CCOCC4)cc3)o2)c1,102.0,-1.4,4.4,102.0,8.1,8.0,31.0,3.7,-24.9
CCOc1ccc(N(CC(=O)Nc2cccc(F)c2)S(=O)(=O)c2c(C)noc2C)cc1,107.0,-0.1,4.9,102.0,-2.8,2.0,10.8,-0.9,-5.2
COc1ccc(NC(=O)CCCCC(=O)Nc2ccc(OC)cc2)cc1,102.0,-0.7,-3.9,102.0,-2.3,5.0,8.5,-0.8,-9.5
COc1ccccc1C(OC(=O)c1cccs1)C(=O)NCc1ccco1 (stereo unspecified),84.0,4.5,4.7,97.0,4.3,-2.0,1.7,-1.2,-11.0
O=P(CCNCc1ccco1)(c1ccccc1)c1ccccc1,103.0,1.9,4.9,101.0,5.0,4.0,-51.5,0.1,-12.6
N#C/C(=C\c1ccc[nH]1)C(=O)NC1CC1,97.0,10.2,-7.8,100.0,9.4,0.0,1.0,-0.4,-2.0
c1ccc2nc3c(cc2c1)CCCCCC3,112.0,-2.4,-6.9,106.0,12.9,6.0,8.5,-2.3,-0.2
COc1ccccc1/C=C1\SC(=S)N(CCC(=O)Nc2cccc(O)c2)C1=O,93.0,-9.0,-0.3,107.0,8.9,2.0,nt,12.7,-2.8
CC(C)CNC(=O)C1CC(=O)OC12CCCCC2 (stereo unspecified),106.0,-6.0,-11.9,99.0,28.9,9.0,-31.4,-0.2,2.1
Cc1ccc(OCC(=O)N/N=C/c2cccc3cccnc23)cc1,101.0,12.3,-2.8,99.0,0.1,2.0,-0.6,-0.4,-27.2
COc1cccc(NC(=O)CN(C)C(=O)CNC(=O)c2ccccc2F)c1,104.0,-3.1,-5.8,104.0,32.9,9.0,41.9,0.6,-2.8
CCOC(=O)c1cc(CC)sc1/N=C/C1=C(O)CCCC1=O,100.0,4.1,6.7,100.0,27.1,-2.0,-3.9,2.0,-1.4
COc1ccc2nc(SCC(=O)c3ccco3)[nH]c2c1,91.0,-0.9,-4.0,90.0,-2.3,-4.0,-53.2,-0.3,1.8
CCN(CC)CCNc1nc2c(c(=O)[nH]c(=O)n2C)n1CCCc1ccccc1,109.0,-0.1,-18.3,107.0,-10.3,6.0,nt,0.0,7.9
CCN(CC)C(=S)Nc1ccc(Cl)c(Cl)c1,94.0,9.7,-5.9,97.0,18.1,-2.0,11.1,0.5,-14.8

# Remaining list, next part
SMILES,MEKK2 WT-MEK5,PfM18AAP inh,GPR7 antagonist,MEKK3 PB1 HTS,NALP1 yeast inh,MEKK2mut PB1 HTS,PHOSPHO1 block,OXTR ag,FID counter
Cn1c(=O)c(=O)n(C)c2cc(S(=O)(=O)N3CCN(Cc4ccccc4)CC3)ccc21,nt,5.3,-6.8,nt,-7.8,nt,11.4,0.4,0.3
CC1(C)Cc2cccc(OCC(=O)NC3CC3)c2O1,96.0,2.7,-3.0,95.0,15.1,-6.0,-6.7,1.1,-5.0
O=C(Cc1ccccc1)NC(=S)Nc1ccc(N2CCCCC2)cc1,109.0,-3.4,-8.0,102.0,-0.1,-1.0,-9.8,-2.7,-8.6
CCCn1c(SCC(=O)Nc2cc(S(=O)(=O)N(C)C)ccc2OC)n[nH]c1=O,98.0,-1.4,-2.1,104.0,-1.8,-2.0,24.9,-0.6,-6.2
O=C(c1ccc(-c2cc3ccccc3oc2=O)cc1)N1CCN(c2ccc(Cl)cc2[N+](=O)[O-])CC1,97.0,-0.6,-7.0,102.0,11.3,-1.0,-3.4,0.7,-3.6
CCOC(=O)c1c(C)n(CC(COC(C)=O)OC(C)=O)c2ccc(OC(C)=O)cc12 (stereo unspecified),101.0,-6.0,-10.5,102.0,-2.1,2.0,-7.1,0.2,-27.3
O=C(CSc1nc2ccccc2n1S(=O)(=O)c1cccc([N+](=O)[O-])c1)NCc1cccs1,98.0,3.2,-2.2,101.0,33.2,7.0,-3.5,-1.7,1.3
CCC(C)OC(=O)C(C)Oc1ccc(-c2ccccc2)cc1 (stereo unspecified),2.0*[inhibitor],2.3,-5.5,2.0*[inhibitor],-1.8,-21.0,-6.8,-0.9,-1.3
O=C(NCc1ccccn1)c1cc(Cl)ccc1OCc1ccccc1,87.0,-10.1,15.4,85.0,14.9,-4.0,43.1,-2.5,-39.2
COc1ccc2c(c1OC)C(=O)N1N=C(c3ccc(-c4ccccc4)cc3)CC21 (stereo unspecified),88.0,3.2,-6.3,90.0,-2.2,-4.0,-14.2,0.4,-1.7
O=C(CSc1nc2ccccc2c(=O)n1CC1CCCO1)NCc1ccccc1 (stereo unspecified),101.0,-0.2,-7.1,100.0,16.9,-2.0,34.8,-0.4,-24.2
COc1ccc(CCNC(=O)c2ccc(CNc3c(N4CCOCC4)c(=O)c3=O)cc2)cc1OC,104.0,-3.4,4.7,101.0,37.7,3.0,7.1,2.2,-12.3
CCOC(=O)C1CCCN(C(=O)c2cc(COc3ccc(C)nc3)on2)C1 (stereo unspecified),105.0,3.0,6.4,104.0,12.8,-3.0,51.4,nt,-37.0
O=C(CCS(=O)(=O)c1cccc2nonc12)N1CC(=O)N(CCc2ccccc2)C(=O)C1,107.0,-0.4,1.1,104.0,-5.7,1.0,-18.5,1.7,-9.8
CCOC(=O)C1CCN(C(=O)C2CCCN2S(=O)(=O)c2ccc(Cl)cc2)CC1 (stereo unspecified),98.0,-15.0,-10.3,99.0,21.1,-5.0,11.1,-0.8,-35.9
Cc1ccc(/C=N/NC(=S)NC2CCS(=O)(=O)C2)cc1 (stereo unspecified),nt,-19.7,7.1,nt,29.9,nt,17.6,-0.5,-9.8
COc1cc(C(Nc2ccc3c(c2)OCO3)C(=O)NC2CCCCC2)cc(OC)c1OC (stereo unspecified),111.0,-52.3,-4.1,111.0,26.7,8.0,-10.2,-2.8,-18.1
CC(=O)NNC(=O)c1[nH]c2ccc(Cl)cc2c1-c1ccccc1,102.0,6.1,13.5,99.0,nt,-5.0,46.0,6.7,-7.5
CCOc1cc2c3c(c1)C1(OCCO1)C(=O)N3C(C)(C)CC2C (stereo unspecified),92.0,4.2,-16.3,91.0,23.4,-4.0,3.7,-2.4,-23.8
CCc1nccn1S(=O)(=O)c1ccc(OC)c(OC)c1,105.0,nt,nt,102.0,-2.0,4.0,-11.3,0.6,nt
Cc1cc(OC(=O)C(c2ccccc2)c2ccccc2)c([N+](=O)[O-])c(=O)[nH]1,116.0,1.0,-6.2,113.0,27.0,0.0,-8.1,0.5,2.3
O=c1oc2ccccc2c(Nc2ccc3ncccc3c2)c1[N+](=O)[O-],109.0,2.6,-11.1,147.0*,5.2,1.0,-4.5,2.2,0.5
O=C(CCCO)N/N=C/c1cc(Br)ccc1O,104.0,1.3,-4.7,129.0*,16.3,-1.0,14.0,1.2,2.1
CCCc1cc(=O)oc2cc(C)cc(OC(C)C(=O)NCCN3CCOCC3)c12 (stereo unspecified),101.0,0.0,-10.6,101.0,8.9,3.0,43.7,1.3,-6.8
